ERK EGF block – blocks ERK signaling stimulated by EGF; actives 0.41% (n = 130,000); Potency, µM (highest dose often 11.5 µM), for inactives: top-dose activity change, negative = inhibition, most hits filed as inhibitors; AID 1454; HEK293-V1b, EGF-stimulated phospho-ERK AlphaScreen; active = well fitted inhibition curve with a large enough effect; inconclusive = small, poorly fitted or top-dose-only effect, or effect the other way;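 also: plate controls were stimulated vehicle wells for no effect and unstimulated vehicle basal for full effect; nearly all actives have a fitted effect of over 55% in size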
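Phospho-ERK1/2 measured by AlphaScreen (SureFire) after 5 min 25 nM EGF stimulation of V1b-expressing HEK293 cells preincubated 30 min at 37C with titrated compounds; data scaled to DMSO and EGF controls, Hill-fitted AC50.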
* hit, by the source's call; u = inconclusive; [ ] = remark or other dose. Potency is read from the fitted curve at half-maximal effect. This is a subset, so the mix of outcomes need not match the whole.

SMILES	ERK EGF block
CCc1ccccc1NC(=O)Nc1ccc2c(c1)OCO2	-10%
COc1ccc(OC)c(NC(=O)C(=O)NNC(=O)COc2ccc(Br)cc2C)c1	-4%
COc1ccc(OC)c(C2CC(c3ccc(NS(C)(=O)=O)cc3)=NN2C(=O)c2ccccc2)c1 (configuration not stated)	10%
CCOC(=O)c1c(NC(=O)CN2CCC(C)CC2)sc(C)c1C	-1%
O=C(CSc1nnnn1-c1ccc(Cl)c(C(=O)O)c1)NC(c1ccccc1)c1ccccc1	28%[57.5 µM]
Cn1cccc1C(=O)OCC(=O)NC(=O)NC1CCCCC1	0%
Cn1c(=O)c(-c2ccccc2)nc2cnc(N3CCNCC3)nc21	-12%
O=C(NCc1ccco1)C1CCN(c2ccc(S(=O)(=O)N3CCOCC3)cc2[N+](=O)[O-])CC1	7%
N#CCC(=O)Nc1ccc(C(=O)OCC(=O)c2ccc3c(c2)OCCO3)cc1	3%
CC(=O)Nc1cccc(Nc2nc(-c3ccccc3F)nc3ccccc23)c1	-9%
CC(=O)Nc1ccc(OC(=O)c2ccccc2O)cc1	-2%
COC(=O)c1ccc(C(/C=C/[C@@H](C)C(=O)NCc2ccc(OC)c(O)c2)NC(=O)OCc2ccccc2)cc1 (some centres not stated)	2%

An excerpt taken from the entries so far, for reference:
SMILES	ERK EGF block
O=C(CSc1nnnn1-c1ccc(Cl)c(C(=O)O)c1)NC(c1ccccc1)c1ccccc1	28%[57.5 µM]
Cn1cccc1C(=O)OCC(=O)NC(=O)NC1CCCCC1	0%
Cn1c(=O)c(-c2ccccc2)nc2cnc(N3CCNCC3)nc21	-12%
O=C(NCc1ccco1)C1CCN(c2ccc(S(=O)(=O)N3CCOCC3)cc2[N+](=O)[O-])CC1	7%
N#CCC(=O)Nc1ccc(C(=O)OCC(=O)c2ccc3c(c2)OCCO3)cc1	3%
CC(=O)Nc1cccc(Nc2nc(-c3ccccc3F)nc3ccccc23)c1	-9%

Reprinted at random: three entries already listed
SMILES	ERK EGF block
CCOC(=O)c1c(NC(=O)CN2CCC(C)CC2)sc(C)c1C	-1%
COc1ccc(OC)c(C2CC(c3ccc(NS(C)(=O)=O)cc3)=NN2C(=O)c2ccccc2)c1 (configuration not stated)	10%
O=C(NCc1ccco1)C1CCN(c2ccc(S(=O)(=O)N3CCOCC3)cc2[N+](=O)[O-])CC1	7%

Later entries.
SMILES	ERK EGF block
COc1cc(N/N=C/c2ccccc2O)ncn1	2%
C=CCN(C)CC/C=C1\c2ccccc2CSc2ccccc21	2%
CCCCCCn1c(CN2CCN(C)CC2)nc2c1c(=O)n(C)c(=O)n2C	9%
CN(Cc1nc2c(s1)CCCC2)C(=O)CCc1nnc(-c2ccccc2)o1	-17%[57.5 µM]
CCc1nc(NC(C)C)c2oc3ccccc3c2n1	-2%[57.5 µM]
O=C(N/N=C1\CC(c2ccccc2)Oc2ccccc21)c1ccccn1 (configuration not stated)	-18%
N#Cc1ccc2c(c1)NC(=O)C1CCCN21 (configuration not stated)	6%
COc1ccc(C2C(C(=O)NCc3ccco3)c3ccccc3C(=O)N2C)cc1 (configuration not stated)	-5%
CCC(=O)c1ccc(N2CCN(C(=O)c3ccccc3Br)CC2)c(F)c1	7%
CC(=O)NO	5%
CN(C)C(CNC(=O)c1cccc(OC(F)F)c1)c1ccco1 (configuration not stated)	-2%
Cc1ccc(NC(=O)Cn2cccc2C2=NC(c3ccccc3)CO2)cc1C (configuration not stated)	8%
Cc1ccc(NC(=S)NNC(=O)Nc2ccccc2)cc1	0%
CCOc1ccc(CN(C)C(C)C(=O)Nc2ccc([N+](=O)[O-])cc2Cl)cc1OC (configuration not stated)	u
CCn1cnc2cc(NC(=O)c3cccs3)ccc21	6%
COc1ccc(-n2nc([N+](=O)[O-])c(=NCCc3ccc(OC)c(OC)c3)n2O)cc1	0%
O=C(NCc1cccnc1)/C(=C\c1ccc(-c2cccc(Cl)c2)o1)S(=O)(=O)c1ccccc1	0%
C/C(=N\NC(=O)c1ccc(Cl)cc1)c1ccc(N2CCOCC2)cc1	9%
O=C(CCNC(=O)Cn1ccc2ccccc2c1=O)NCCCN1CCOCC1	-1%
Cc1ccc(S(=O)(=O)N(C)C)cc1NC(=S)N1CCN(Cc2ccc3c(c2)OCO3)CC1	u
CCOC(=O)N1CCN(C(=O)C(C)N(c2ccccc2)S(C)(=O)=O)CC1 (configuration not stated)	-25%
Cc1cc(N2CCOCC2)ccc1/C=C\[N+](=O)[O-]	-12%
Cc1nc(CN(C)Cc2nc(Cc3cccc(F)c3)no2)cs1	-15%
O=C1/C(=C/c2ccccn2)SC(=S)N1c1ccc(O)cc1	1%[57.5 µM]
COc1ccc2cc(CN(CC3CCCO3)C(=O)Nc3ccccc3OC)c(=O)[nH]c2c1 (configuration not stated)	-1%
CCCCC[C@H](O)/C=C/C=C\C/C=C\CCCCCCC(=O)O	-3%
CCOC(=O)c1ccc(CNC(=O)Cn2nnc(-c3ccccc3F)n2)o1	5%
CCOC(=O)C1CCN(c2ncnc3c2nnn3Cc2ccccc2Cl)CC1	3%
CSc1ccc(/C=N/NC(=O)c2ccc(C)c(C)c2)cc1	20%
O=S(=O)(Nc1cccnc1)c1ccccc1	-1%
CCn1c(SCC(=O)Nc2cccnc2Cl)nnc1-c1ccccc1	3%
CCOC(=O)c1ccc[n+](CC(=O)c2ccccc2)c1	0%
CN1CCN(/N=C/c2ccc(-c3ccccc3)cc2)CC1	u
Cc1c(Cl)cccc1Nc1ccccc1C(=O)O	5%
O=C(COC(=O)C1(c2ccccc2F)CCCC1)N1CCc2ccccc21	-3%
O=C(Nc1ccc(Br)cc1)N1CCCC(O)C1 (configuration not stated)	8%
COc1ccc(CCNC(=O)CCCOc2cc(=O)n(C)c3ccccc23)cc1OC	1%
CC(C(=O)c1ccccc1)[n+]1cccc(C(N)=O)c1 (configuration not stated)	-5%[57.5 µM]
CCOC(=O)c1ccc(NCCOC)c([N+](=O)[O-])c1	-3%
Cc1cccc(-n2nnnc2SCc2csc(-c3ccccc3)n2)c1	37%
NC(N)=N[C@@H](CCC(=O)O)C(=O)O	7%
CCN(CC)S(=O)(=O)c1ccc2c(c1)c(=O)c(C(=O)NCc1ccc3c(c1)OCO3)cn2C	1%
Nc1sc(-c2ccccc2)n[n+]1Cc1cccc2cccnc12	u
CCn1nc(C)c(/C=N/NC(=O)Cn2nccc2C)c1C	1%
COc1cccc(NC(=O)C2C3C=CC4(O3)C2C(=O)N(C(C)C)C4C(=O)NC2CCCCC2C)c1 (configuration not stated)	6%
CSc1nc(N)c(C(=O)NC2CCCCC2)s1	6%[57.5 µM]
O=C(Nc1ccccc1F)c1ccc(COc2ccc(Cl)cc2Cl)o1	-1%
COc1ccc(CN(C)CC(=O)Nc2ccccc2C(F)(F)F)cc1	0%
CC(C)[C@H](NC(=O)c1ccccc1Cl)C(=O)OCc1cc([N+](=O)[O-])cc2c1OCOC2	4%
CN1c2ccccc2-c2nc3ccccc3n2C1c1cccs1 (configuration not stated)	8%
COCCNC(=O)/C(C#N)=C/c1c(F)cccc1Cl	-4%
C[C@@H]1CC[C@@]2(O[C@H](CCO)C[C@@H](O)[C@@H]2O)O1	2%
CC1CN(C(=O)/C=C/c2ccccc2[N+](=O)[O-])CC(C)O1 (configuration not stated)	0%
COc1ccccc1NC(=O)c1cc(Cl)nc2ccccc12	-12%[57.5 µM]
Cc1ccc(NC(=O)C2(c3cccs3)CCOCC2)cc1C	-9%
Cc1cccc(NC(=S)N(CCCN2CCOCC2)C(C)c2cc3ccccc3o2)c1 (configuration not stated)	7%
COc1ccc(CCNC(=O)CC(c2ccccc2)c2cccc(C)c2O)cc1OC (configuration not stated)	u
O=C(CNS(=O)(=O)c1ccc(F)c(Cl)c1)N1CCCCCC1	0%
CCOC(=O)CSc1nc(=O)n2ccccc2n1	-4%
C/C(=N\NC(N)=O)c1ccc(-n2ccnc2)cc1	0%
(more compounds)
SMILES	ERK EGF block
CCOc1cccc(C(=O)NC(=S)Nc2cccnc2)c1	-7%
Cc1cc(C)nc(SCC(=O)Nc2ncccn2)n1	-12%
CCOC(=O)c1c(N=CN(C)C)c(C#N)c2n1CCCC2	2%
COC(=O)c1oc(-c2ccccc2)nc1C	4%
CCc1ccc(NC(=S)N(CCN2CCCCC2)Cc2ccco2)cc1	11%
O=C(O)/C=C/C(=O)N1CCN(c2cccc(Cl)c2)CC1	-2%
O=C(O)/C=C/C(=O)Nc1ccc2nccnc2c1	-6%
COc1ccc(NC(=O)c2ccc(Cl)nc2)cc1S(=O)(=O)N1CCCCC1	-11%
CC1CCN(S(=O)(=O)c2ccc(C(=O)Nc3nnc(-c4ccccn4)o3)cc2)CC1	u
COc1ccc2c(c1)C1=C(CC2)C(c2ccc(C)cc2)NC(=S)N1 (configuration not stated)	-9%
COc1cc(NC(=O)CSc2nccc(=O)[nH]2)c(C)cc1[N+](=O)[O-]	-7%
C/C(=N\NC(=S)NC1CCCCC1)c1cccc(C(F)(F)F)c1	-2%[57.5 µM]
O=C(CSc1ccccn1)C12CC3CC(CC(C3)C1)C2	0%
CN(C)/C=C(\C#N)C(=O)N/N=C(\CC(=O)C(F)(F)F)c1ccco1	12%
Cc1ccc(NS(=O)(=O)c2cc(NC(=O)c3ccc4c(c3)NC(=O)CS4)ccc2Cl)c(C)c1	u
Cc1ccc(S(=O)(=O)c2c(C)nn(-c3ccccc3)c2OC(=O)c2ccco2)cc1	7%
CC1CN(C(=O)COC(=O)c2cc(Cl)ccc2Cl)CC(C)O1 (configuration not stated)	1%
COc1ccc2oc(-c3ccccc3)c(OC)c(=O)c2c1	2%
COc1ccc(-c2cc(=O)c3ccccc3o2)cc1	13%
COc1cccc2cc(-c3nc4ccccc4o3)c(=O)oc12	1%
COc1ccc(CN(C(=O)CSc2nnc(-c3c[nH]c4ccccc34)o2)c2ccc(F)cc2)cc1OC	-7%
NS(=O)(=O)c1ccc(CCNC(=O)CNS(=O)(=O)c2cccc(Br)c2)cc1	-10%
CC(=O)N1CCC2(CCCN(Cc3nccs3)C2)CC1	11%
CN(C)c1ccc(N2CC(C)(C)C2=O)cc1	-6%

Another view of some results above.
ERK EGF block	compound
-12%	Cn1c(=O)c(-c2ccccc2)nc2cnc(N3CCNCC3)nc21
7%	O=C(NCc1ccco1)C1CCN(c2ccc(S(=O)(=O)N3CCOCC3)cc2[N+](=O)[O-])CC1
3%	N#CCC(=O)Nc1ccc(C(=O)OCC(=O)c2ccc3c(c2)OCCO3)cc1

Next records
SMILES	ERK EGF block
CCc1nc2ccc(C(=O)Nc3ccc(NC(C)=O)cc3)cc2nc1CC	-10%
O=C(c1csnn1)N1CCC2(CCN(Cc3ccccc3)CC2)CC1	-14%
NC(CCC(=O)O)C12CC3CC(CC(C3)C1)C2 (configuration not stated)	-5%
COc1ccccc1N(CC(O)Cn1ccnc1C)S(=O)(=O)c1ccccc1 (configuration not stated)	0%
Cc1ccc(Cl)cc1NC(=O)Cn1cc(C(F)(F)F)cc(Cl)c1=O	-7%
CC(C)Oc1cccc(NC(=O)c2cnccc2C(F)(F)F)c1	14%[57.5 µM]
COc1cc2c(cc1OC)C1(O)C(=O)c3ccc(O)c(C(=O)O)c3OC1CO2 (configuration not stated)	5%
Cc1csc(NC(=O)C(Cc2ccccc2)n2cccc2)n1 (configuration not stated)	0%
O=C(Cn1nnc(-c2ccccc2)n1)N/N=C/c1cc([N+](=O)[O-])ccc1O	13%
CC(Sc1nnnn1-c1ccc(O)cc1)c1nc2ccccc2c(=O)[nH]1 (configuration not stated)	0%[57.5 µM]
Cc1ccc(S(=O)(=O)N2CCCC2C(=O)Nc2ccc(O)cc2)cc1 (configuration not stated)	2%
COc1ccc(NC(=O)n2nc(OC(=O)c3cccs3)cc2N)cc1	-9%[57.5 µM]
COc1cccc(C(=O)Nc2cc(Cl)c(O)c(Cl)c2)c1	-2%[57.5 µM]
Cc1ccc(-n2ncc(C(=O)Nc3cc(Cl)cc(Cl)c3)c2C2CCNCC2)cc1C	1%
S=c1nc(C23CC4CC(CC(C4)C2)C3)nc2sccn12	4%
CCn1cc(C2C3=C(CC(C)(C)CC3=O)N(c3ccccc3)C3=C2C(=O)CC(C)(C)C3)c(C)n1	14%
Cc1cccc(N=N/C(=C\O)C(=O)c2ccc(Br)cc2)c1	u
COc1ccc(NC(=O)/C(C#N)=C/c2c(C)nn(-c3ccc(F)cc3)c2Cl)cc1OC	-9%
O=C(Nc1ccccc1)Oc1cccc(Br)c1	1%[57.5 µM]
COc1ccc(-c2nnn(CC(=O)N(CCO)C(C(=O)NC3CCCC3)c3ccncc3)n2)cc1 (configuration not stated)	2%
CCN(C(=S)NC(=O)CCc1ccccc1)c1ccccc1	1%
Cc1cccc(-c2nc3ccccc3c(=O)n2NC(=O)c2cccnc2Cl)c1	5%
COc1cccc(-c2nn(-c3ccccc3)cc2CNC(C)Cn2cncn2)c1 (configuration not stated)	12%
Cc1cc(NC(=O)NC2CC(=O)N(c3ccc4c(c3)OCCO4)C2)no1 (configuration not stated)	-9%

Laid out differently: results already given
ERK EGF block	canonical_smiles
1%[57.5 µM]	O=C(Nc1ccccc1)Oc1cccc(Br)c1
2%	COc1ccc(-c2nnn(CC(=O)N(CCO)C(C(=O)NC3CCCC3)c3ccncc3)n2)cc1 (configuration not stated)

Next compounds follow:
SMILES	ERK EGF block
CCn1nnnc1SCC(=O)Nc1ccc2c(c1)OCO2	2%
C=CCn1c[n+](CC(=O)c2ccc(Br)s2)c2ccccc21	17%
CN1/C(=C\C(=O)c2cccnc2Cl)C(C)(C)c2ccccc21	-2%
CS(=O)(=O)c1ccc2nc(NC(=O)c3ccc(N4C(=O)CCC4=O)cc3)sc2c1	0%[57.5 µM]
CC(C)n1c(SCC(=O)Nc2nc3c(s2)CCCC3)nc2c1c(=O)n(C)c(=O)n2C	u
COc1ccc2[nH]c3c(=S)nc[nH]c3c2c1	-7%

Assay outcomes: PubChem, National Center for Advancing Translational Sciences (NCATS)
